M4 ag = agonists of human muscarinic M4 receptor (CHRM4); CHO-K1 hM4/Gqi5, Fluo-8 calcium fluorescence; vehicle 0%, full acetylcholine response 100%; activation, % at 3 µM; P08173; 360,000 tested, 0.14% active;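 active = activation above the run mean over all test wells plus 3 SD, cut at about 32% in these data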;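 also: peak over basal fluorescence ratio per well then scaled between controls; 0% = DMSO wells and 100% = acetylcholine at EC100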
Target sequence (P08173 whole entry, looked up): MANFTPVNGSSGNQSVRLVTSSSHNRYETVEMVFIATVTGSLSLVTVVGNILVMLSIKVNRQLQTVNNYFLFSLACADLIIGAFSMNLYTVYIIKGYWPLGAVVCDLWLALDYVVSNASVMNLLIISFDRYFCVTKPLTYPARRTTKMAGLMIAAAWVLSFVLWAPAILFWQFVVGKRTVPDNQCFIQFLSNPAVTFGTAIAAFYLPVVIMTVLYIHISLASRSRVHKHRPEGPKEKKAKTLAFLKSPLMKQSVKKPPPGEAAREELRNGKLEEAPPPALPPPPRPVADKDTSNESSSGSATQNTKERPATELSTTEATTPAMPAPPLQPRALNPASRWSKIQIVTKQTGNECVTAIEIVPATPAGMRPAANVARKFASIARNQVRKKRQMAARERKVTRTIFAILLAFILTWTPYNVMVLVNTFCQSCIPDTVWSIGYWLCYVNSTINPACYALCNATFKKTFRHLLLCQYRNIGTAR
CHRM4 PAM = potentiates acetylcholine response at human M4 receptor; P08173; CHO-K1 hM4/Gqi5, Fluo-8 calcium fluorescence, ACh EC20; 0% = ACh EC20, 100% = maximal ACh; activation, % at 3 µM; 360,000 tested, 0.4% active; AID 624126;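 active = activation above its plate's cutoff, the mean activation of sample wells plus 3 SD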; also: some results filed as inactive read as strong as hits
CHRM5 agonist = CHRM5 agonism in calcium assay. P08912. CHO-K1 hM5 cells, Fluo-8 calcium fluorescence; 0% DMSO wells, 100% maximal acetylcholine response. activation, % at 3 µM. 360,000 tested, 0.19% active. AID 624037;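 active = activation above the run's mean over test compounds plus 3 SD, cut at about 23% in these data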;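 also: signal is peak over basal fluorescence ratio across the kinetic read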
Target sequence (P08912 whole entry, looked up): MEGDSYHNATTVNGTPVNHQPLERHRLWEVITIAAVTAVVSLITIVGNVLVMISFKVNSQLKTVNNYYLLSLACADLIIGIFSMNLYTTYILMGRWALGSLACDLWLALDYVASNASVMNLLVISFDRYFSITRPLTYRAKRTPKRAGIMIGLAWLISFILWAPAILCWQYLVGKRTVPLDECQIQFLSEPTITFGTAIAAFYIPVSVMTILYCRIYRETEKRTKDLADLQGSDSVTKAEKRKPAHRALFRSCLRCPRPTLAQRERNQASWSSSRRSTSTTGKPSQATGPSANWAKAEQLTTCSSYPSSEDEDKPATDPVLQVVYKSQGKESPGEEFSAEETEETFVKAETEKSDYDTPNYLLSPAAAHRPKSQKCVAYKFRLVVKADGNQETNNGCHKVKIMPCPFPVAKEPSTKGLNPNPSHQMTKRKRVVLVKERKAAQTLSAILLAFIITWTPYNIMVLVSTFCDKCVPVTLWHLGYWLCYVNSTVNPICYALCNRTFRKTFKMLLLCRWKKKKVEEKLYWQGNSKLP
CHRM4 antagonist = antagonists of human muscarinic M4 receptor (CHRM4); inhibition, % at 3 µM; P08173; AID 624125; CHO-hM4 cells, ACh EC80, Fluo-8 calcium fluorescence; 360,000 tested, 0.73% active;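 active = inhibition above its plate's cutoff, the mean inhibition of sample wells plus 3 SD, cut at about 27% in these data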;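 also: 0% = acetylcholine EC80 with DMSO and 100% = DMSO without agonist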
CHRM5 PAM = CHRM5 positive allosteric modulation | P08912 | CHO-K1 hM5, Fluo-8 calcium, ACh EC20 PAM; 0% = ACh EC20, 100% = ACh EC100 | activation, % at 3 µM | 360,000 tested, 0.3% active | AID 624038;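 active = activation above the run cutoff, the mean activation of all test compounds plus 3 SD, cut at about 18% in these data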
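Probe or stimulus: acetylcholine, EC20 level; Assay system: human M5 receptor in CHO-K1 cells; Schedule: compound preincubation 140 s before EC20 acetylcholine addition; Technique: intracellular calcium via Fluo-8 fluorescence; Dosing: single-point, 3 µM nominal; Read-out basis: percent activation from peak-over-basal fluorescence ratio, scaled EC20-to-EC100 acetylcholine; Repeats: one well per compound, no replicates.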
CHO-K1 Ca PAM = counter-screen for M1 PAMs: effect in parental CHO-K1 cells | ATP EC20, Fluo-8 calcium fluorescence; 0% at ATP EC20, 100% at ATP max | activation, % at 3 µM | 360,000 tested, 0.02% active;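 active = activation above the run cutoff, the mean activation of all test compounds plus 3 SD, cut at about 40% in these data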;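 also: peak over basal fluorescence ratio in a 140 s read after ATP addition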
M5 antag = antagonists of human muscarinic M5 receptor (CHRM5) | AID 624040 | inhibition, % at 3 µM | CHO-hM5 cells, Fluo-8 calcium fluorescence, ACh EC80 | P08912 | 360,000 tested, 0.59% active;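 active = inhibition above a per-plate cutoff, the mean of that plate's test compounds plus 3 SD, cut at about 27% in these data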;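 also: 0% = acetylcholine EC80 with DMSO and 100% = DMSO without agonist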
CHO-K1 Ca antag = counter-screen for M1 antagonists: effect in parental CHO-K1 cells. 360,000 tested, 0.6% active. ATP-induced calcium, Fluo-8 fluorescence. inhibition, % at 3 µM;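 active = inhibition above a per-plate cutoff, the plate's mean sample inhibition plus 3 SD, cut at about 24% in these data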;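 also: 0% = DMSO plus EC80 ATP and 100% = DMSO alone without ATP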
CHO-K1 Ca ag = M1 agonist counterscreen hit in parental CHO-K1 cells. Fluo-8 calcium fluorescence; scaled to maximal ATP response, vehicle zero. activation, % at 3 µM. 360,000 tested, 0.48% active. AID 602248; in the data active = activation above about 15%;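 also: untransfected CHO-K1 host cells lacking M1 receptor as counterscreen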
* hit, by the source's call; x = not tested or not shown. Rows were taken by chance; 2.7% or so of the library scored in one or more.

No.	SMILES	M4 ag	CHRM4 PAM	CHRM5 agonist	CHRM4 antagonist	CHRM5 PAM	CHO-K1 Ca PAM	M5 antag	CHO-K1 Ca antag	CHO-K1 Ca ag
1	O=C(NC(=S)NCc1ccccc1)c1ccccc1[N+](=O)[O-]	6	-2	0	-1	-4	25	-11	-12	3.8
2	O=C(NCCCc1ccccc1)c1cc(COc2ccc(F)cc2Cl)on1	1	-7	-7	-5	-9	0	13	-15	-0.2
3	CC(C)n1c(Nn2cnnc2)nc2ccccc21	1	5	-3	-4	-5	10	-1	-7	0.3
4	CC(=O)c1cccc(NC(=O)c2ccc(N(Cc3ccc(C)cc3)S(C)(=O)=O)cc2)c1	14	-8	3	0	-11	-3	5	6	4.2
5	Nc1c(N(Cc2ccccc2)C(=O)COc2ccc([N+](=O)[O-])cc2)c(=O)[nH]c(=O)n1Cc1ccccc1	4	12	4	-2	-7	-11	10	-5	0.0
6	Cc1ccc(C(C#N)=Cc2ccc3c(c2)OCO3)cc1	-2	-6	-2	-9	-9	-15	17	14	-0.6
7	CCOc1ccccc1NC(=O)N1CCC(c2nc3ccc(C)cc3[nH]2)CC1	3	-2	-2	5	-16	-6	13	-11	1.5
8	CCn1c(CCC(N)=O)nnc1SCC(=O)Nc1cccc(S(=O)(=O)N2CCCC2)c1	0	-3	-2	11	3	15	1	-15	0.2
9	Cc1ccsc1C(=O)Nc1ccc(S(=O)(=O)N2CCOCC2)cc1	3	8	3	0	-3	2	0	-11	2.7
10	CSc1nc(-c2ccco2)nn1C(=O)c1ccco1	0	1	1	-5	-1	8	-1	6	-0.6
11	Cc1ccc(Nc2nc(N)nc(CSc3nnc(-c4ccncc4)o3)n2)cc1	0	3	-3	3	1	1	-3	-2	0.0
12	C#CCOCCOCCOCCNc1nc(N2CCN(C(=O)[C@H]([C@@H](C)CC)n3cc(CCCCN)nn3)CC2)nc(N2CCN(C(=O)[C@H](CCCCN)n3cc(CCCC)nn3)CC2)n1	2	1	0	-19	-2	12	12	-6	0.9
13	Cc1ccc(S(=O)(=O)N2[C@@H](c3cccc(Cl)c3)C(C(=O)O)=CC[C@H]2c2ccc3c(c2)OCO3)cc1	1	1	2	1	-3	17	10	-12	0.4
14	C1CCN(c2c3c(nc4nnnn24)CCCC3)CC1	0	1	-2	-2	3	17	8	-7	0.3
15	O=C(O)CCCn1c(O)c(C=C2N=c3ccccc3=N2)sc1=S	0	-5	-1	11	10	9	3	-5	0.6

The last five entries of the section before come first, to join the parts.
No.	SMILES	M4 ag	CHRM4 PAM	CHRM5 agonist	CHRM4 antagonist	CHRM5 PAM	CHO-K1 Ca PAM	M5 antag	CHO-K1 Ca antag	CHO-K1 Ca ag
11	Cc1ccc(Nc2nc(N)nc(CSc3nnc(-c4ccncc4)o3)n2)cc1	0	3	-3	3	1	1	-3	-2	0.0
12	C#CCOCCOCCOCCNc1nc(N2CCN(C(=O)[C@H]([C@@H](C)CC)n3cc(CCCCN)nn3)CC2)nc(N2CCN(C(=O)[C@H](CCCCN)n3cc(CCCC)nn3)CC2)n1	2	1	0	-19	-2	12	12	-6	0.9
13	Cc1ccc(S(=O)(=O)N2[C@@H](c3cccc(Cl)c3)C(C(=O)O)=CC[C@H]2c2ccc3c(c2)OCO3)cc1	1	1	2	1	-3	17	10	-12	0.4
14	C1CCN(c2c3c(nc4nnnn24)CCCC3)CC1	0	1	-2	-2	3	17	8	-7	0.3
15	O=C(O)CCCn1c(O)c(C=C2N=c3ccccc3=N2)sc1=S	0	-5	-1	11	10	9	3	-5	0.6
16	COc1cccc(Nc2nc(NCCO)c3ccccc3n2)c1	4	9	-1	1	-2	8	2	1	1.1
17	COc1ccc2c(C#CCCO)c(-c3ccc(S(C)(=O)=O)cc3)sc2c1	27	-13	-6	32*	-18	-18	18	15	4.7
18	Cc1cc(C)c(NC(=O)COC(=O)C2CCCO2)c(C)c1 (centres undefined)	0	4	1	-1	9	22	4	-15	0.9
19	COc1ccc(N2CCN(c3cnc4ccccc4n3)CC2)cc1	9	-14	7	-2	6	16	1	2	4.0
20	COc1cc(/C=C2\N=C3CCCCCN3C2=O)ccc1O	4	10	-5	-5	-1	-7	-4	-8	1.1
21	COC(=O)c1ccc(NC(=O)C2CCCN2S(=O)(=O)c2ccc(F)cc2)cc1 (centres undefined)	5	-3	-4	-5	-3	6	-3	-6	1.4
22	O=C(NNS(=O)(=O)c1ccccc1)C1CC(c2cccnc2)=NO1 (centres undefined)	1	-4	0	10	1	-4	0	12	0.9
23	C=CCNC(=S)Nc1ccc(Cl)cc1	2	-1	-1	-9	5	-12	6	11	1.0
24	CCCCn1ccnc1C	1	-5	-2	10	-1	-2	0	-9	1.0
25	COc1ccc(CCC(C)NC(=O)CCc2ccccc2)c(OC)c1 (centres undefined)	1	12	-4	-9	2	9	0	-8	-0.3
26	Oc1c(CN2CCCCC2)ccc2cccnc12	1	-4	0	-1	9	15	2	-9	1.0
27	COC(=O)C1=C(C)NC(C)=C(C(=O)OC)C1c1cc2cc(C)ccc2[nH]c1=O	1	3	-2	7	1	1	0	2	0.1
28	O=C1NC(Cc2ccccc2)c2nc3cc(Cl)ccc3c(=O)n2-c2ncccc21 (centres undefined)	5	1	-1	4	-3	16	6	-18	1.1
29	NC(=S)NNC(=O)[C@@H]1CCCC[C@@H]1C(=O)O	0	-1	-2	9	-1	-5	4	10	-0.2
30	CCc1nnc(NC(=O)c2cc(-c3ccccn3)nc3ccc(Br)cc23)s1	2	7	1	-26	7	0	-7	-23	0.2
31	Cc1cccc(CSc2nc3c(cc2C#N)CCC3)c1	1	3	0	1	0	-5	-3	-11	0.2
32	CN(/C=C/C(=O)C(F)(F)F)Cc1ccccc1	2	24	-2	1	7	23	1	-10	1.2
33	COc1ccc2c(c1)C(=NNC(=O)c1ccccn1)c1cc(OC)ccc1-2	1	2	-2	3	-4	19	6	-11	1.1
34	O=C(NC1CCCCC1)c1sc(=S)n2c1[nH]c(=O)c1ccccc12	1	5	1	-4	-3	16	-2	-8	2.5
35	S=C(Nc1ccc2cn[nH]c2c1)Nc1ccccc1Cl	0	0	-1	-5	2	9	-1	-3	0.1
36	CC(=O)Nc1cccc(NC(=O)CSc2nccn2Cc2ccc(F)cc2)c1	7	-4	2	5	2	18	-1	-3	6.5
37	Cc1ccc(Cn2c(=O)c3ccccc3n3nc(C)cc23)cc1	0	11	1	-14	15	-7	3	-5	0.1
38	CC(C)(O)C#Cc1ccc(C(=O)N2CCCC(CCC(=O)NCc3ccccc3F)C2)cc1 (centres undefined)	2	2	-1	10	-3	15	2	-2	1.9
39	COc1ccc(COCC(O)CN2CCC(C(N)=O)CC2)cc1OC (centres undefined)	0	-3	0	5	-1	17	6	10	19*
40	CC(=O)Nc1ccc(S(=O)(=O)N2CCc3c(Cl)cccc3C2)cc1	11	-6	1	-16	-10	2	5	-3	2.4
41	COc1cc2cc(C(C)(C)O)oc(=O)c2cc1OC	1	3	1	-8	5	15	8	-15	0.7
42	Cc1cccc(N2CCN(C(C(=O)NCc3ccccc3)c3ccc(C(F)(F)F)cc3)CC2)c1C (centres undefined)	1	-7	2	-3	-1	x	0	x	x
43	CCOC(=O)c1nn(-c2ccccc2)c2nc(Nc3ccccc3)cc(=O)n12	9	14	-1	8	-4	15	-2	-9	0.8
44	Brc1cc(Cc2nnc(-c3ccccc3)o2)c(Br)s1	0	14	0	3	3	-12	9	-6	-0.2
45	CSCCC1NC(=O)N(C(C)C(=O)Nc2cc(Cl)cc(Cl)c2)C1=O (centres undefined)	3	-7	1	-2	-4	3	3	-10	1.4

Ordered by number of heavy atoms (high to low): part of the list above
No.	SMILES	M4 ag	CHRM4 PAM	CHRM5 agonist	CHRM4 antagonist	CHRM5 PAM	CHO-K1 Ca PAM	M5 antag	CHO-K1 Ca antag	CHO-K1 Ca ag
38	CC(C)(O)C#Cc1ccc(C(=O)N2CCCC(CCC(=O)NCc3ccccc3F)C2)cc1 (centres undefined)	2	2	-1	10	-3	15	2	-2	1.9
40	CC(=O)Nc1ccc(S(=O)(=O)N2CCc3c(Cl)cccc3C2)cc1	11	-6	1	-16	-10	2	5	-3	2.4
37	Cc1ccc(Cn2c(=O)c3ccccc3n3nc(C)cc23)cc1	0	11	1	-14	15	-7	3	-5	0.1

(next part)
No.	SMILES	M4 ag	CHRM4 PAM	CHRM5 agonist	CHRM4 antagonist	CHRM5 PAM	CHO-K1 Ca PAM	M5 antag	CHO-K1 Ca antag	CHO-K1 Ca ag
46	COCCn1cnc2c(c1=O)c1nc3ccccc3nc1n2/N=C/c1ccco1	0	4	0	6	7	-23	10	12	0.1
47	COc1ccccc1CN1CC(C(=O)NCCCCc2ccccn2)CCC1=O (centres undefined)	0	4	-1	-3	-2	-13	1	18	-0.1
48	CC(=O)Nc1ccc(NC(=O)CCc2nc3sc4c(c3c(=O)[nH]2)CCCC4)cc1	2	10	3	-5	-1	0	8	10	0.3
49	Cc1nn(-c2ccc(Cl)cc2)c2sc(C(=O)N3CCN(c4ccccn4)CC3)cc12	1	1	2	6	-3	8	3	-7	0.3
50	COc1ccc(O)c(C(=O)c2cc(C#N)c(=O)n(CCN3CCOCC3)c2)c1	1	3	-1	-3	-2	6	2	2	0.2
51	CCOC(=O)C1CCN(C(=O)Nc2ccc3snnc3c2)CC1	2	0	-4	-5	-9	6	8	2	1.5
52	O=C(NCCCN1CCCC1=O)c1cccc(S(=O)(=O)NCc2ccccc2)c1	0	-5	1	-11	-7	2	4	2	0.5
53	CC(=O)NC(CCc1ccc(Cl)c(Cl)c1)c1cccc(O)c(=O)c1 (centres undefined)	0	10	0	-18	-1	17	2	-14	0.9
54	CC1(C)CC(=O)N(c2cc(Cl)ccc2Cl)C(=O)C1	1	3	1	10	3	9	2	-13	2.9
55	O=C1CC(c2ccccc2Cl)CC(O)=C1C=Nc1ccccc1 (centres undefined)	15	-6	-1	-15	-8	14	-5	1	4.9
56	CC(C)C(=O)Nc1ccc2c(c1)C(=O)N(CCC(=O)O)C2=O	0	0	0	2	-5	7	5	-4	-0.1
57	CCOc1ccccc1C(=O)Nc1c[nH]c(=O)[nH]c1=O	1	5	-3	-4	-2	6	17	0	0.9
58	Cc1ccccc1N/C=C/C(=C(C#N)C#N)N(C)C	1	-1	-2	1	4	11	-2	2	2.2

CHRM4 antagonist: hit marks shown above.
| entry | molecule | M4 ag | CHRM4 PAM | CHRM5 agonist | CHRM4 antagonist | CHRM5 PAM | M5 antag |
| --- | --- | --- | --- | --- | --- | --- | --- |
| 17 | COc1ccc2c(C#CCCO)c(-c3ccc(S(C)(=O)=O)cc3)sc2c1 | 27 | -13 | -6 | 32* | -18 | 18 |

Results in M5 antag and CHRM5 PAM (2 entries from above):
| item | SMILES | M5 antag | CHRM5 PAM |
| --- | --- | --- | --- |
| 34 | O=C(NC1CCCCC1)c1sc(=S)n2c1[nH]c(=O)c1ccccc12 | -2 | -3 |
| 35 | S=C(Nc1ccc2cn[nH]c2c1)Nc1ccccc1Cl | -1 | 2 |
